GPR151 ag: activators of human GPR151 | hit rate 1% among 650,000 | Q8TDV0 | PathHunter beta-arrestin GPR151 cells, luminescence | activation, % at 11.2 µM | AID 1508602; in the data active means activation above about 4.9%;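 further: 0% = median of compound wells and 100% = cells with positive control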
Target sequence (Q8TDV0 whole entry, looked up): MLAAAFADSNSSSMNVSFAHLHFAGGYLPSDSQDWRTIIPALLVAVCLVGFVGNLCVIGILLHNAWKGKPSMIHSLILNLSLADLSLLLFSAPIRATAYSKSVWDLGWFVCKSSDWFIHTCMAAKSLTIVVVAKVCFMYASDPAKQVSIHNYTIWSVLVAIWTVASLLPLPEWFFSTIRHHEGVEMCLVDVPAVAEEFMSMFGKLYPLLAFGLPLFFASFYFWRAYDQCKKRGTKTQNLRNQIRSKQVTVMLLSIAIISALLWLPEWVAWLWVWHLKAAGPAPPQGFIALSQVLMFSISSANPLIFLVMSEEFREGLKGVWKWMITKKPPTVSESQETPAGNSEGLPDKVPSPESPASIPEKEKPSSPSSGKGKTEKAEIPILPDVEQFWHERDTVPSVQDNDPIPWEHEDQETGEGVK
MITF inh: inhibitors of human MITF | AlphaScreen MITF homodimerization, bead proximity signal | inhibition, % at 2.6 µM | hit rate 0.91% among 650,000; in the data active means inhibition above about 50%;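 further: 0% = vehicle wells with protein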
Target sequence (O75030 whole entry, looked up): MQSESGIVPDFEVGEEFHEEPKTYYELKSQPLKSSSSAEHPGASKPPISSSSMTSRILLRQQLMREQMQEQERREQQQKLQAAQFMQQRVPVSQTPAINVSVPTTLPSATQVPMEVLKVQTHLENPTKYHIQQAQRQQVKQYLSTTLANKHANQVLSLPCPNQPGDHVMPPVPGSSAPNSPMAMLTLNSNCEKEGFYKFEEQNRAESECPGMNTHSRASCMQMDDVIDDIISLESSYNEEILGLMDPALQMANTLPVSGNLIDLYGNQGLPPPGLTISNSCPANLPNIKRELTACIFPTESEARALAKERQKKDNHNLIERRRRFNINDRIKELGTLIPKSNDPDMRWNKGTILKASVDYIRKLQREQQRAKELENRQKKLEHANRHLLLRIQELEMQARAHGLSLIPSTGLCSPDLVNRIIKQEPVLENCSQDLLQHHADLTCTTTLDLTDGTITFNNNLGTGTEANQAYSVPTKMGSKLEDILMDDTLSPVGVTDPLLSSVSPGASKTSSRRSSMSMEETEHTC
FBW7 activator: activators of human E3 ligase FBW7 | Q969H0 | AlphaScreen FBW7–phospho-cyclin E peptide binding, activator screen | normalized activity (activation), % at 26.1 µM | hit rate 0.13% among 650,000 | AID 1259310; in the data active means normalized activity above about 1.9%;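 further: purified mutant Fbw7 with reduced substrate affinity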
TEAD-YAP inh: TEAD-YAP interaction inhibition | inhibition, % at 9.12 µM | hit rate 1.4% among 640,000 | HEK-TIYL cells, TEAD-Gal4/YAP UAS-luciferase luminescence; in the data active means inhibition above about 32%;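 further: 0% = median of test compound wells and 100% = reference inhibitor wells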
Active calls of the source: *.

Below each compound: MITF inh, FBW7 activator, GPR151 ag, TEAD-YAP inh
Cc1cc(C)n(S(=O)(=O)c2cc(C)c(C)cc2C)n1
→ -6, -0.1, -1.6, -4
COc1ccc(S(=O)(=O)NCC2(c3cccs3)CC2)cc1OC
→ -17, -0.1, -1.5, -9
COC(=O)C1=C(C)N=c2s/c(=C/c3ccco3)c(=O)n2C1c1ccccc1 (stereo not drawn)
→ 10, 0.2, -0.9, 2
CCn1ncc([N+](=O)[O-])c1C(=O)Nc1c(C)nn(Cc2ccc(F)cc2)c1C
→ 8, -0.1, -0.5, 13
CCNNC(=O)C(O)(c1cccc(C)c1)c1cccc(C)c1
→ 14, 1.7, -1.7, 7
CC1CCC/C(=N\NC(=O)c2ccc(O)cc2)C1 (stereo not drawn)
→ -9, -0.1, -0.8, -2
O=C(Nc1ccccc1[N+](=O)[O-])c1ccc2c(c1)C(=O)N(Cc1ccco1)C2=O
→ -7, 0.0, 2.2, -4
Cc1cc2cc(CN(Cc3ccccc3)C(=O)c3cnccn3)c3nnnn3c2cc1C
→ 0, -0.1, 2.3, -1
CCCC(Nc1ncnc2ccccc12)C(=O)O (stereo not drawn)
→ 9, 0.1, 0.4, -6
COc1ccc2c(c1)C(C)(c1ccc(C)cc1)C(=O)N2 (stereo not drawn)
→ 1, -0.1, 0.4, 4

Profiles from above. Values in the order: MITF inh	FBW7 activator	GPR151 ag	TEAD-YAP inh
Shown for `CCNNC(=O)C(O)(c1cccc(C)c1)c1cccc(C)c1` : 14	1.7	-1.7	7
Shown for `CCn1ncc([N+](=O)[O-])c1C(=O)Nc1c(C)nn(Cc2ccc(F)cc2)c1C` : 8	-0.1	-0.5	13
Shown for `Cc1cc2cc(CN(Cc3ccccc3)C(=O)c3cnccn3)c3nnnn3c2cc1C` : 0	-0.1	2.3	-1
Shown for `O=C(Nc1ccccc1[N+](=O)[O-])c1ccc2c(c1)C(=O)N(Cc1ccco1)C2=O` : -7	0.0	2.2	-4
Shown for `COC(=O)C1=C(C)N=c2s/c(=C/c3ccco3)c(=O)n2C1c1ccccc1` (stereo not drawn) : 10	0.2	-0.9	2

Remaining list, next part:
Below each compound: MITF inh, FBW7 activator, GPR151 ag, TEAD-YAP inh
CCC(Sc1nc2cc3c(cc2c(=O)n1CCC1=CCCCC1)OCO3)C(=O)NCc1ccc(C)cc1 (stereo not drawn)
→ 17, 0.3, -0.2, -2
CC(C)CC(=O)NC(=S)Nc1nc(-c2ccccc2)cs1
→ -9, -0.1, 2.1, -5
CN(CCc1ccccc1)C(=O)CC1C(=O)NCCN1Cc1ccc(F)c(F)c1 (stereo not drawn)
→ 5, 0.1, 1.5, 5
CCOC(=O)C(C)(C)n1nnc(-c2ccc([N+](=O)[O-])cc2)n1
→ 0, -0.1, -1.4, 2
CCN1C(=O)c2ccccc2S(=O)(=O)c2ccc(C(=O)NC3CC3)cc21
→ 16, 0.2, -1.6, 1
NC(=O)CCc1ccc(S(=O)(=O)NCc2ccccc2)cc1
→ 13, 0.4, 0.5, 2
Cc1cc(C)cc(NC(=O)C2CCC(CNc3c(N4CCC(C)CC4)c(=O)c3=O)CC2)c1 (stereo not drawn)
→ -10, 0.0, -1.7, -6
COc1ccc(-n2nc3c(c2NC(=O)Cc2ccc(OC)c(OC)c2)CSC3)cc1
→ -14, 0.1, 0.0, 9
CCN(CC)c1nc(N)nc(Nc2ccncn2)n1
→ 9, 0.1, 3.8, -6
CCC(=O)NC(=S)Nc1ccc(NC(=O)c2ccco2)c(Cl)c1
→ 10, 0.9, 3.4, -35

(continued)
Below each compound: MITF inh, FBW7 activator, GPR151 ag, TEAD-YAP inh
Cc1ccc(C(=O)COC(=O)CSc2nc3ccccc3s2)c(C)c1
→ 0, 0.2, 0.2, 6
COC1(OC)N=C(N)C2(C#N)C(c3c(F)cccc3Cl)C12C#N (stereo not drawn)
→ 11, 0.2, -0.6, 0
CCOC(=O)C1CCCN(C(=O)c2sc3nc(C)nc(N4CCC(C)CC4)c3c2C)C1 (stereo not drawn)
→ 14, 0.1, 0.4, 0
C/C(=N\NC(=O)COc1ccccc1)c1ccccc1
→ -2, 0.1, -0.9, 3
CC1CN(c2ccc([N+](=O)[O-])cc2F)CCN1C(=O)c1ccc(F)cc1F (stereo not drawn)
→ 6, -0.3, -0.7, 17
CC(C)CCNC(=O)c1nnc(-c2cccnc2)o1
→ -6, -0.3, 0.2, -15
NS(=O)(=O)c1ccc(NC(=O)C2=COCCO2)cc1
→ -9, -0.1, -0.3, -14
CCOC(=O)c1nnn(-c2nonc2N)c1CSc1nc(C)cc(C)n1
→ 17, 0.2, 0.3, -2
CC(=O)Oc1ccccc1/C=N/NC(=O)COc1ccc(-c2ccccc2)cc1
→ 3, -0.7, -1.1, 9
CC(=O)C1=C(O)C(=O)N(CCCN(C)C)C1c1ccc(Br)cc1 (stereo not drawn)
→ 4, 0.1, -0.2, -1

Carrying on:
Below each compound: MITF inh, FBW7 activator, GPR151 ag, TEAD-YAP inh
COc1ccc(C(=O)N2CCN(C(=O)c3ccccc3)CC2)cc1
→ 9, 0.8, -0.1, 10
O=C(NCCc1csc2nc(-c3ccc(F)cc3)nn12)c1c(F)cccc1F
→ 4, 0.0, 2.0, -8
COC(=O)c1c(NC(=O)c2ccccc2C)sc(C(=O)N(C)C)c1C
→ 5, 0.0, -1.1, -6
COc1ccccc1N(C)CCNC(=O)c1sc2nc(C)n(C)c(=O)c2c1C
→ 4, 0.0, 0.0, -2
Cc1ccc2cc3c(N)c(C(=O)NCC4CCCO4)sc3nc2c1C (stereo not drawn)
→ 4, -0.1, -0.3, -2
COC(=O)NC(Nc1sc2c(c1C#N)CCCC2)(C(=O)OC)C(F)(F)F (stereo not drawn)
→ 15, 0.0, 1.0, 8
N/C(Cc1ccc(Cl)cc1Cl)=N\OC(=O)c1ccc(Br)o1
→ 7, 0.1, 0.4, -5
COc1ccc(CNC(=O)c2ccc(N3CC4CC(C3)c3cccc(=O)n3C4)c(NC(=O)c3cccs3)c2)cc1 (stereo not drawn)
→ -10, -0.1, -1.2, -6
COc1cccc(C(=O)Nn2c(-c3cccc(Cl)c3)nc3ccccc3c2=O)c1OC
→ 9, -0.1, -0.1, -2
O=C1C(=O)N(CCCN2CCOCC2)C(c2ccccc2F)/C1=C(/O)c1ccc(Cl)cc1 (stereo not drawn)
→ 4, 0.1, -1.2, -1

Filtered by structure: the compounds so far with bromine
Below each compound: MITF inh, FBW7 activator, GPR151 ag, TEAD-YAP inh
CC(=O)C1=C(O)C(=O)N(CCCN(C)C)C1c1ccc(Br)cc1 (stereo not drawn)
→ 4, 0.1, -0.2, -1
N/C(Cc1ccc(Cl)cc1Cl)=N\OC(=O)c1ccc(Br)o1
→ 7, 0.1, 0.4, -5

The list continues:
Below each compound: MITF inh, FBW7 activator, GPR151 ag, TEAD-YAP inh
Cc1ccc(S(=O)(=O)N2CCc3ccccc3C2CN2C(=O)c3ccccc3C2=O)cc1 (stereo not drawn)
→ 3, -0.1, -0.8, 0
COc1ccccc1-c1nnc(SCC(=O)NC2CCCCC2)o1
→ 13, 0.0, 0.5, 8
COc1ccc(CN2CCC(O)CC2)c(OC)c1
→ 32, -0.1, 1.3, 3
COCC(=O)Nc1nc2c(s1)C(=O)CC(C(=O)NCc1cc3ccccc3s1)C2 (stereo not drawn)
→ 9, 0.1, -1.0, 7
COc1ccc(NC(=O)C(Cc2ccccc2)NS(=O)(=O)c2cccs2)cc1 (stereo not drawn)
→ -13, -0.1, -0.3, 3
Cc1ccc2c(c1)N(CC(=O)NC1CC1)C(=O)CO2
→ 4, -0.3, 1.5, -1
CC1(C)CC(=O)C(C(C2=C(O)CC(C)(C)CC2=O)c2ccc(Br)cc2)C(=O)C1 (stereo not drawn)
→ 0, 0.0, 0.7, -1
CCCC(=O)OCCNc1cc(Sc2nnc(C)s2)c2nonc2c1[N+](=O)[O-]
→ -1, -0.1, -2.0, -11
CCOC(=O)CSc1nc(N)c(C#N)cc1C#N
→ 0, -0.2, -0.2, -20
Cc1c(C(=O)N(C)C)sc2[nH]c(=O)n(-c3ccccc3Cl)c(=O)c12
→ -7, -0.1, 0.8, 7

Other records.
Below each compound: MITF inh, FBW7 activator, GPR151 ag, TEAD-YAP inh
CCCc1nnc(SCC(=O)N2CCOCC2)n1CC1CCCO1 (stereo not drawn)
→ -2, 0.0, 1.3, -9
CC(C)CN1C(=O)c2ccc(C(=O)Nc3ccc(OCC(=O)O)cc3)cc2C1=O
→ -16, 0.1, 0.0, -4
O=c1[nH]c(CN(Cc2cccs2)S(=O)(=O)c2ccc(F)cc2)nc2ccccc12
→ 18, 0.1, -0.3, -22
Oc1cccc2ccc(/C=C/c3cc4c(cc3Cl)OCO4)nc12
→ 0, 0.0, -7.1, 68*
COc1ccc(S(=O)(=O)NCc2ccco2)cc1Br
→ 5, 0.0, -0.8, -3
CCN(CC)C(=O)C1CCCN(c2nc(NCCc3ccc(OC)cc3)c3ncn(CCN4CCCC4=O)c3n2)C1 (stereo not drawn)
→ -8, -0.1, -0.6, 17
CC1CCN(c2ccccc2NC(=O)C(Cl)(Cl)Cl)CC1
→ -8, 0.1, 0.5, -2
COc1ccc2sc(Nc3nc4c(s3)C(=O)CC(C)(C)C4)nc2c1
→ 11, 0.3, -1.4, -6
O=C(c1cccn2c(=O)c3ccc(Cl)cc3nc12)N1CCN(c2ccc(F)cc2)CC1
→ -7, -0.2, -0.4, -2
COc1ccc(CN2CCN(c3ncccn3)CC2)c(C)c1C
→ 20, 0.0, 1.0, 10

Remaining list, next part:
Below each compound: MITF inh, FBW7 activator, GPR151 ag, TEAD-YAP inh
Cc1noc(C)c1C(=O)N1CCCCC1c1nc2ccccc2[nH]1 (stereo not drawn)
→ 4, 0.0, -0.4, 0
CCCC1(CCC)NC(=O)N(CC(=O)Nc2ccc(F)cc2)C1=O
→ 9, 0.7, -1.3, 3
CCOc1ccc(C(c2nnnn2CCc2ccccc2)N2CCN(C)CC2)cc1 (stereo not drawn)
→ 14, 0.0, 0.3, -2
N#Cc1ccc(OCC(=O)Nc2cccc3c2C(=O)NC3=O)cc1
→ -5, 0.0, -1.0, -6
CCOc1ccc(NC(=O)C(=O)NN=C2CCCC2)cc1
→ -8, -0.1, 1.2, -8
COc1ccc(-c2csc(NC(=O)C3=COCCO3)n2)cc1
→ 19, 0.6, -2.1, -65
CCSc1nc2n(n1)C(c1ccc(OC)c(OC)c1)C1=C(CCCC1=O)N2 (stereo not drawn)
→ 2, 0.0, 1.0, -3
O=C(NC12CC3CC(CC(C3)C1)C2)c1ccc(Cl)cc1[N+](=O)[O-]
→ 6, 0.1, -1.1, -11
CCc1nn(CC(=O)N2CCN(CC)CC2)c(=O)c2cc3sccc3n12
→ -5, -0.2, 0.1, 6
N/C(=N\c1nc2ccccc2o1)NC(=O)/C=C/c1ccco1
→ 11, -0.1, 0.8, -11

(list continues)
Below each compound: MITF inh, FBW7 activator, GPR151 ag, TEAD-YAP inh
COc1ccc(NC(=O)C2CC23CCN(C(=O)C(C)N2CCOCC2)CC3)cc1Cl (stereo not drawn)
→ 0, 0.1, 0.3, -3
COc1ccccc1CNC(=O)CN(c1ccccc1OC)S(=O)(=O)c1ccc(C)cc1
→ -3, -0.1, -2.0, -3
Cc1oc2ccc(OCc3ccccc3)cc2c1C(=O)O
→ -7, -0.4, -0.4, 1
NS(=O)(=O)c1ccc(N/N=C/c2cccc(O)c2)c([N+](=O)[O-])c1
→ 21, 0.3, -2.2, 1
CC(C)(C)n1nnnc1C(c1ccccc1)N1CCN(C(=O)c2ccco2)CC1 (stereo not drawn)
→ -2, 0.0, -0.6, 10
Cc1ccc(S(=O)(=O)NCCc2csc3nc(-c4ccccc4)nn23)cc1
→ 30, -0.3, 0.0, 5
CCOC(=O)c1oc2ccccc2c1NC(=O)Cc1cccc(C)c1
→ 3, 0.1, 1.7, 5
c1ccc(CSc2nc3ccccc3n3cnnc23)cc1
→ 4, -0.3, 0.2, 4
COc1ccc(Cl)cc1N(CC(=O)Nc1cccc(SC)c1)S(C)(=O)=O
→ -5, 0.0, 0.9, -3
COc1cc2cc3c(N)c(C(=O)Nc4ccc5c(c4)OCO5)sc3nc2cc1OC
→ 8, 0.1, 0.5, 2

Later entries
Below each compound: MITF inh, FBW7 activator, GPR151 ag, TEAD-YAP inh
COc1cc(N)c(Cl)cc1C(=O)OCC(=O)N(C)C1CCCCC1
→ 18, 0.6, -0.8, -6
CC(C)CC(=O)Nc1cccc(-c2nc3cccnc3s2)c1
→ 14, 0.3, -0.8, -26
Cc1n[nH]c(C)c1S(=O)(=O)N1CC(C)CC(C)C1 (stereo not drawn)
→ 5, 0.1, 0.0, 10
CSCC(=O)N1CCCC(CNC(=O)c2ccc(F)cc2)C1 (stereo not drawn)
→ -3, -0.1, -1.6, 2
CCOC(=O)c1oc2ccccc2c1CN1NS(=O)(=O)c2ccccc2C1=O
→ 19, 0.3, -0.9, 11
COc1ccc(SCC(=O)Nc2ccc3sccc3c2)cc1
→ 6, 0.1, 2.9, -9
O=C(c1ccc(N2CCOCC2)nc1)N1CCSCC1
→ 2, 1.4, -1.5, -1
COc1ccc(C(=O)Nn2cnc3ccccc3c2=O)cc1OC
→ -22, 0.0, -1.4, 1
O=C(CN1C(=O)c2cccc([N+](=O)[O-])c2C1=O)Nc1cccc(C(F)(F)F)c1
→ 7, -0.1, 1.5, 13
CN(C)/C=C/C=C/C=C1\CCC\C(=C/C=C/C=C/N(C)C)C1=O
→ 99*, -0.5, 0.0, 6
Cc1ccc(Cl)cc1NC(=S)N(CCCN1CCCC1)Cc1ccco1
→ -22, 0.1, -0.1, 8
N=C1SCC(=O)N1/N=C/c1ccccc1
→ -4, 0.2, 0.0, 1
